Screens (PubChem)
CCHFV vOTU inh = CCHFV vOTU protease inhibition. actives 0.55% (n = 370,000). Pep-AMC fluorescence. inhibition, % at 11.5 µM. AID 651958; also: 0% = vehicle wells with enzyme and 100% = no enzyme wells
FadD28 FP inh = blocks FadD28 binding to the bisubstrate probe; fluorescence polarization; inhibition, % at 12.5 µM; actives 0.22% (n = 360,000); AID 588549; in the data active = inhibition above about 8.5%, passing the limit was not always enough; inconclusive = no clear call, values can overlap the other calls
BoNT-F LC inh = BoNT F light chain protease inhibition; AID 588497; actives 0.22% (n = 360,000); inhibition, % at 10 µM; Multiplex microsphere protease cleavage assay, flow cytometry; in the data active = inhibition above about 35%, passing the limit was not always enough; inconclusive = no clear call, values can overlap the other calls; also: plate controls were buffer without enzyme for full effect and enzyme alone for no effect
GDH-TPI counter = inhibits GDH-TPI coupling enzymes, artifact for Mtb FBA screen; GDH-TPI coupled enzyme counterscreen, NADH absorbance; inhibition, % at 4.8 µM; actives 1.2% (n = 360,000); AID 588335;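 also: 0% = DMSO wells and 100% = wells lacking the enzyme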
Mtb BioA inh = inhibitors of Mycobacterium tuberculosis BioA enzyme; purified M. tuberculosis BioA enzyme, plate reader; inhibition, % at 9.99 µM; AID 602481; actives 0.096% (n = 360,000); in the data active = inhibition above about 40%; inconclusive = no clear call, values can overlap the other calls
BoNT-A LC inh2 = blocks Botulinum neurotoxin A light chain protease | multiplex microsphere protease substrate cleavage, flow cytometry | inhibition, % at 10 µM | actives 0.17% (n = 360,000) | AID 588499; in the data active = inhibition above about 30%; inconclusive = no clear call, values can overlap the other calls; also: plate controls were buffer without enzyme for full effect and enzyme alone for no effect
UGM FP inh = inhibitors of M. tuberculosis UDP-galactopyranose mutase | P9WIQ1 | purified UGM, fluorescence polarization probe displacement | inhibition, % at 10 µM | actives 0.06% (n = 320,000); in the data active = inhibition above about 10%, passing the limit was not always enough; inconclusive = no clear call, values can overlap the other calls
Target sequence (P9WIQ1 whole entry, looked up): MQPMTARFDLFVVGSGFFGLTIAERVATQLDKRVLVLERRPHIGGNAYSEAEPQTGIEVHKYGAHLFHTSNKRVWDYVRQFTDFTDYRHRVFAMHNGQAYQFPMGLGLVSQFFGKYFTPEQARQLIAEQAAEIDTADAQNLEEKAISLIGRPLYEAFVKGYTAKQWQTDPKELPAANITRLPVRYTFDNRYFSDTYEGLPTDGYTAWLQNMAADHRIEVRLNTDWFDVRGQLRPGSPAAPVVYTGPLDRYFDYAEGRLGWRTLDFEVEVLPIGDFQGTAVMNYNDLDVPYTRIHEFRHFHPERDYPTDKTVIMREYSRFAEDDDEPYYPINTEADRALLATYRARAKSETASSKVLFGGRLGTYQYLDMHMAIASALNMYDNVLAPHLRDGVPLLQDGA
PrPC surface inh = reduces human prion protein on the cell surface. AID 720596. inhibition, % at 13.8 µM. P04156. actives 0.43% (n = 370,000). cell surface PrPC, TR-FRET read-out; in the data active = inhibition above about 24%; also: 0% = median of the test wells and 100% = reference compound wells
FBA Mtb inh = inhibitors of M. tuberculosis fructose-bisphosphate aldolase. P9WQA3. purified M. tuberculosis FBA, fluorescence read-out. inhibition, % at 1 µM. actives 2.3% (n = 360,000). AID 588726; in the data active = inhibition above about 27%;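 also: 0% = vehicle and 100% = reference inhibitor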
Target sequence (P9WQA3 whole entry, looked up): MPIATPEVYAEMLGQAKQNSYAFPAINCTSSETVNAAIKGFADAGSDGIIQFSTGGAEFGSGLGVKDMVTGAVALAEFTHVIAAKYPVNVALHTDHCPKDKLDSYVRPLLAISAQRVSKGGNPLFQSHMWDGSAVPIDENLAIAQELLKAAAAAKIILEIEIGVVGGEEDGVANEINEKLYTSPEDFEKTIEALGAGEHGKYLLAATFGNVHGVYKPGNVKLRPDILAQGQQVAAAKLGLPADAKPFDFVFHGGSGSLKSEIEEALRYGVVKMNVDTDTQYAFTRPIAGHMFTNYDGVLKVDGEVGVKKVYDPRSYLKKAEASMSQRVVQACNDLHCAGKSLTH
The depositor's hits bear a star; ? = inconclusive; · = no result given. Rule as the data show it, unless noted: active = inhibition above about 30%; inactive = the rest.

SMILES	CCHFV vOTU inh	FadD28 FP inh	BoNT-F LC inh	GDH-TPI counter	Mtb BioA inh	BoNT-A LC inh2	UGM FP inh	PrPC surface inh	FBA Mtb inh
CCC/C(O)=C1\C(=O)CCCC1=NCCc1ccc(OCC)c(OCC)c1	-15	-4.3	-4	-9	·	-1.2	0.9	6	-9
COc1ccc(Nc2nc(N)nc(CSc3nnc(N)s3)n2)cc1	13	-0.7	-1	-5	-0.4	-1.6	5.2	1	0
CC(C)(C)C(=O)Oc1cccc(Nc2ncnc3ccccc23)c1	1	-4.6	-9	6	1.5	-5.9	2.7	3	-3
COc1ccc(CNC(=O)COC(=O)CO/N=C(\C)c2ccc3c(c2)OCO3)cc1	-2	-2.1	0	-6	-2.1	0.1	-1.0	-2	0
COc1ccc(C(=O)N/C(=C\c2cccc3ccccc23)C(=O)NCCc2c[nH]c3ccccc23)cc1OC	14	1.8	-6	10	-4.1	-0.1	2.4	9	3
CN(C)/C=N/C(=S)Nc1ccccc1	-1	-0.1	-10	-3	0.1	0.3	1.2	11	-2
Cc1ccc(S(=O)(=O)NCC(=O)OC(C(=O)c2ccccc2)c2ccccc2)cc1 (configuration not stated)	2	0.8	-8	0	0.6	0.1	-1.8	-1	4
CC1Sc2ccc(S(=O)(=O)CCC(=O)N(C)Cc3ccccc3)cc2NC1=O (configuration not stated)	7	0.7	-1	9	37	-0.8	1.2	4	-6
CCOC(=O)C1CCN(C(=O)Nc2ccc3c(c2)nc(C)n3C)CC1	-4	0.6	-19	0	·	-1.0	0.5	2	0
Cc1cc(C(=O)CSc2nc(N)cc(N)n2)c(C)n1-c1cccc(F)c1	2	-1.6	-2	20	1.5	-0.5	2.2	5	-1
COc1cccc(N2CCN(C(=O)CSc3ccc(F)cc3)CC2)c1	-1	1.2	2	-1	·	0.5	2.0	4	0
COCCCNC(=O)C(=O)C1C(=O)Nc2ccccc21 (configuration not stated)	6	-2.3	-4	15	·	0.0	0.1	4	-4
C[C@H](c1ccccc1)N1C[C@H](COCc2ccccc2)Oc2cc(N3CC[C@H](O)C3)ccc2S1(=O)=O	5	·	3	·	·	-0.3	·	6	·
c1ccc(C[C@H]2CNCCN2CCCCC2CCCCC2)cc1	12	-4.9	-27	5	2.8	-0.7	-0.2	1	-1
COc1cc(/C=C/c2nc3ccccc3c(=O)[nH]2)ccc1OC(F)F	8	·	-6	10	0.1	-2.5	3.3	-2	-2
Cc1ccc(C(=O)c2cc(Br)ccc2N)cc1	-5	-3.8	-3	6	·	-0.3	-3.0	-8	-3
C[C@@H]1CN([C@H](C)CO)C(=O)c2c(c3ccccc3n2C)-c2ccccc2CO[C@@H]1CN(C)C(=O)Nc1ccc2c(c1)OCO2	7	-0.9	-4	17	-4.3	-0.6	·	12	4
Cn1c(C(=O)NCCC2=CCCCC2)cc2c(=O)n3ccccc3nc21	-43	-0.3	-14	4	-1.6	-2.2	1.5	5	114*
CCOc1ccc(S(=O)(=O)NCC(=O)N(C)Cc2cccnc2)cc1	9	1.3	4	-2	-2.5	-0.2	-0.8	2	1
Cc1ccc(C)c(S(=O)(=O)N2CCCN(C)CC2)c1	13	-1.8	3	8	-0.6	-0.5	1.4	2	7
COc1ccc(CCNC(=O)Nc2nnc([C@H]3C[C@H](O)[C@@H](CO)O3)s2)cc1OC	4	-1.8	-3	-1	0.3	-0.3	·	4	-1
CCCc1nc2ccc(C(=O)OC)cn2c1Cc1ccccc1C(F)(F)F	9	-3.2	-2	·	7.3	4.0	·	-4	0
CCOC(=O)C1SC2(C(F)F)CC1(O)c1c(c(OC)c3occc3c1OC)O2 (configuration not stated)	-5	-1.6	-5	8	-1.5	0.3	0.8	1	-2
CN(C)C(=O)c1noc2cc([N+](=O)[O-])ccc12	23	-0.2	-4	13	-1.9	-1.3	0.1	-55	-3
CCc1ccc(C(=O)COC(=O)c2ccc(Cl)nc2)cc1	6	-0.9	0	-3	·	-0.4	-0.8	2	0
COc1ccc(C(=O)OC2CC[C@@]3(C)C4CCC5[C@]6(O)CC(O)[C@@]7(O)C(CN8CC(C)CCC8[C@@]7(C)O)[C@]6(O)C[C@@]53O[C@]24O)cc1OC (some centres not stated)	10	-1.1	5	2	-1.4	0.1	0.4	-11	3
O=c1c2nccnc2[nH]c(=S)n1Cc1ccccc1	-11	-1.4	-5	2	·	-0.5	6.6	-15	-8
CC(C)C[C@H](NC(=O)N1CCn2c1nc1ccccc12)C(=O)NCc1ccc2c(c1)OCO2	11	0.2	8	1	-5.4	-1.1	1.7	-9	-4
CCN(CC)C(=O)c1cc2c(=O)n3cccc(C)c3nc2n1C	-51	-3.0	0	21	1.2	0.3	1.2	2	57*
O=C(NCCOc1ccccc1Cl)C(=O)Nc1ccccc1	-1	-1.7	-1	0	·	-1.4	4.1	-2	3
Cc1nnc(NC(=O)c2cc3n(n2)C(C(F)(F)F)CC(C2CC2)N3)s1 (configuration not stated)	-1	0.2	1	10	-1.1	-0.4	1.3	-4	-1
CCCC(=O)Nc1ccc(NC(=S)NC(=O)c2ccccc2[N+](=O)[O-])cc1	-15	3.1	-2	0	·	0.4	0.1	-6	1
Cn1c(CO)cnc1SCc1ccc(F)cc1	2	-0.4	0	2	·	0.5	-1.3	3	2
O=C(Nc1ccccc1Cl)c1ccc(S(=O)(=O)N2CCOCC2)cc1	0	-1.8	6	-5	2.3	0.1	1.2	6	3
Cn1c(=Nc2ccccc2)sc2ccccc21	-8	-1.1	-3	-4	-0.1	0.1	-0.6	-6	0
O=C1NC(=O)/C(=C\c2ccc(N3CCOCC3)o2)N1	-11	1.2	2	11	·	-0.5	-0.3	-8	-1
COc1ccc(CC(=O)Nc2nnc(C)s2)cc1	12	-1.2	-17	-4	-1.2	0.5	-0.1	4	1
Cc1c(C=O)c(=O)n(-c2ccccc2)n1-c1ccccc1	32*	-0.6	2	25	-1.9	1.2	0.6	9	3
CC1CCCN(Cc2c(C(=O)N3CCc4ccccc4C3)nc3ccc(Cl)cn23)C1 (configuration not stated)	20	0.0	-3	3	-0.1	-2.7	2.1	4	-1
CCOc1ccc(NS(=O)(=O)c2ccc3[nH]cc(C(=O)NCC4CCCO4)c(=O)c3c2)cc1 (configuration not stated)	-3	-1.9	-1	-2	-1.1	0.3	4.2	2	1

Compound profiles, as listed above. Screens in order: CCHFV vOTU inh | FadD28 FP inh | BoNT-F LC inh | GDH-TPI counter | Mtb BioA inh | BoNT-A LC inh2 | UGM FP inh | PrPC surface inh | FBA Mtb inh
CC(C)C[C@H](NC(=O)N1CCn2c1nc1ccccc12)C(=O)NCc1ccc2c(c1)OCO2 is entered as 11 | 0.2 | 8 | 1 | -5.4 | -1.1 | 1.7 | -9 | -4
Cn1c(=Nc2ccccc2)sc2ccccc21 is entered as -8 | -1.1 | -3 | -4 | -0.1 | 0.1 | -0.6 | -6 | 0
CCCC(=O)Nc1ccc(NC(=S)NC(=O)c2ccccc2[N+](=O)[O-])cc1 is entered as -15 | 3.1 | -2 | 0 | · | 0.4 | 0.1 | -6 | 1

Following part:
SMILES	CCHFV vOTU inh	FadD28 FP inh	BoNT-F LC inh	GDH-TPI counter	Mtb BioA inh	BoNT-A LC inh2	UGM FP inh	PrPC surface inh	FBA Mtb inh
Cc1ccc(C(=O)N2CCN(c3ccc(NC(=O)CSc4ccc(Cl)cc4)cc3)CC2)cc1	-16	0.7	-7	1	-1.6	-1.0	3.8	-8	0
CCn1cc(CN2CCC(n3nccc3NC(=O)CCCc3ccccc3)CC2)cn1	12	-0.7	5	3	0.5	1.4	0.5	-8	0
Cc1cc(C)nc(NC(=O)Cc2ccc(Cl)cc2)c1	-3	-5.9	-13	-10	-0.7	-2.4	0.2	3	-1
COc1cccc(-c2nc(CS(=O)(=O)CC(=O)Nc3cc(OC)ccc3OC)c(C)o2)c1	9	-1.5	-9	1	12	2.1	-3.9	-3	-1
O=C(NNC(=S)NC(=O)c1cccnc1)c1ccc(F)cc1	10	1.3	-3	9	0.6	-0.1	3.3	1	1
CC[C@H](C)[C@@H](CN[C@H](C)CNC)NCCC(c1ccccc1)c1ccccc1	6	-2.3	-21	-3	0.5	-0.4	2.9	-14	3
CCOC(=O)c1[nH]c(C)c(C(=O)NCc2ccccn2)c1C	3	-3.0	-4	-4	-4.5	-2.6	-1.5	-1	0
CCN(CC(=O)Nc1ccc(NC(C)=O)cc1)C(=O)CSC(c1ccccc1)c1ccccc1	1	-2.5	-4	8	-0.4	-1.9	0.5	0	2
CC(=O)Nc1ccc(NC(=O)C(C)Oc2ccccc2F)cc1 (configuration not stated)	3	-1.8	7	9	-2.6	5.1	3.2	-8	-3
CCOc1ccc(C(=O)NC(=S)NC2CCCC2)cc1[N+](=O)[O-]	4	-4.4	-2	-2	0.0	-0.5	0.0	8	0
CCN1CCN(C(c2ccccc2)c2nnnn2CCc2ccc(OC)c(OC)c2)CC1 (configuration not stated)	12	0.2	-33	14	-0.6	-1.5	0.9	-6	2
Cc1cc(Br)ccc1NC(=O)CN(C)C(=O)Cn1c(=O)cnc2ccccc21	-6	-0.5	-1	-2	0.3	1.9	-1.6	1	1
CN(C)S(=O)(=O)c1ccc2c(c1)nc(CCC(=O)O)n2C	5	-3.4	-2	-9	0.1	0.9	·	-2	-2
CCSc1nnc(NC(=O)c2cc(C)nc3ccccc23)s1	12	-0.2	0	6	-2.6	0.2	-1.2	-2	1
CC(=O)c1cccc(-c2cnc3c(NC=O)cc(-c4ccc(N5CCN(C)CC5)cc4)cn23)c1	5	0.5	-20	15	-0.5	-0.1	·	-10	-1
CNC(=O)/C(C#N)=C\c1cc(C)n(-c2ccc(N3CCOCC3)cc2)c1C	-10	0.6	-7	31*	·	-1.3	-1.5	-4	3
Cc1ccccc1-c1cc2nc(NCCN3CCNC3=O)n(C)c(=O)c2s1	6	-7.3	5	7	0.6	-0.2	·	-6	-1
O=[N+]([O-])c1cccc(-c2ccc3nnc(SCc4ccccn4)n3n2)c1	-4	0.0	-10	5	·	-0.5	-1.1	-9	1
COc1cc2c(cc1NC(=O)COC(=O)[C@@H](NC(=O)c1ccccc1F)C(C)C)oc1ccccc12	11	0.8	-4	21	·	-0.9	-4.9	-2	-3
Cc1ccc(C)c(NC(=O)COc2cccc3c2CCN(Cc2ccccc2)C3=O)c1	3	-3.5	-9	-1	-1.7	-0.3	0.1	-6	-4
COc1cccc(OCc2cc(/C=N/NC(=O)c3nc(Cl)c(Cl)c(N)c3Cl)ccc2OC)c1	7	-5.3	-2	3	·	0.2	0.7	3	-2
CCc1nnc(NS(=O)(=O)c2ccc(NC(=O)c3ccccc3)cc2)s1	17	-1.1	-2	-11	-0.1	0.8	1.6	-3	8
Cc1ccc([N+](=O)[O-])cc1NC(=O)CN1CCC(C)CC1	12	-3.2	-5	0	3.3	0.1	-0.8	-6	-2
O=C(CSc1cccc2cccnc12)OCC(=O)c1ccccc1	-11	-3.2	-5	4	-0.2	-1.1	0.1	-7	1
O=C1NC(=O)C2C1C(c1ccc([N+](=O)[O-])cc1)=NN2Cc1ccccc1 (configuration not stated)	-7	-2.0	-4	20	0.8	5.7	3.0	-12	-9
O=S(=O)(CCN1CCCC1)NCCNS(=O)(=O)c1ccc(F)cc1Br	-9	0.0	0	6	0.7	0.2	·	2	2
O=C(CSc1ncnc2sc3c(c12)CCCC3)N1CCC(c2noc3ccc(F)cc23)CC1	2	-0.8	-7	5	-1.2	-0.1	-0.8	-3	1
Cn1cccc1C(=O)OCC(=O)N1CCc2ccccc2C1	1	-1.7	-2	4	0.6	-0.2	·	-5	2
CCOC(=O)c1sc2ncn(C(C)C(=O)OC)c(=O)c2c1C (configuration not stated)	-15	-2.7	0	8	·	-0.6	-0.4	-1	-3
COc1ccc([N+](=O)[O-])cc1C(=O)C(=O)c1ccccc1	-7	3.0	?	6	0.5	-3.1	-3.3	5	-1
C=CCOC(=O)C(=O)/C=C/c1c(C)n(C)n(-c2ccccc2)c1=O	-7	1.3	2	29	-2.1	-0.4	3.2	-2	0
O=C(c1ccccc1S(=O)(=O)NCc1ccccc1)N1CCCCC1	-3	-2.9	-8	2	-0.4	-1.2	1.4	1	0
COCC1CCCN(Cc2nc(Cc3ccccc3)no2)C1 (configuration not stated)	5	-1.3	-4	8	·	-1.0	-0.4	4	1
c1ccc(CNc2nc(NCc3ccccc3)c3sccc3n2)cc1	9	-11	-4	3	-0.1	0.0	·	15	4
